Screening data deposited in PubChem BioAssay by several laboratories.
T cell HTS = modulates CD8 T cell binding to vesicles; 2C CD8+ T cell-vesicle binding, flow cytometry; stronger effect = lower value; calls only at 7 µM; hit rate 0.068% among 330,000;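 active means response, share of CD8 T cells binding vesicles, and their 90th percentile fluorescence all below set limits, cut at about 80% in these data, passing the limit was not always enough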
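incubation = binding step 1.5 h, 37 °C, antibody labelling 20 min, ice | test system = 2C mouse CD8+ T cells | read-out basis = percent CD8+ FL2 mean versus row control | controls = Peptide-free naked vesicles (low) and QL9 vesicles with 0.7% DMSO vehicle (high) | detection = flow cytometry of vesicle-bound cells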
Salmonella PhoP GFP = PhoP-dependent GFP reporter repression – Salmonella Typhimurium, primary screen (AID 1863); S. Typhimurium PhoP-regulated promoter GFP reporter, 4 h; higher % means a stronger effect; inhibition, % at 50 µM, or IC50 in µM where a hit was titrated; hit rate 0.16% among 300,000;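 active means inhibition over 29.93%, a cutoff 3 SD above the screen mean, later confirmed by dose response; inconclusive means inhibition over 29.93% but no dose response follow-up; inactive means inhibition at most 29.93% or unconfirmed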;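 further: 0% = low Mg2+ inducing control and 100% = high Mg2+ repressing control; strong numbers were not always called active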
West Nile antiviral = inhibition of WNV-induced cytopathic effect – cell-based, CPE readout (AID 1621); hit rate 0.02% among 290,000; CPE inhibition, % at 10 µM; hits with a dose series show IC50 in µM; West Nile virus-infected cells, CPE inhibition; higher % means a stronger effect; in the data active means a potency from the dose series; inconclusive means CPE inhibition mostly from about 3.7% at the one dose, without a potency; inactive means the rest, 99 in 100 with CPE inhibition below about 2.2%; further: strong numbers were not always called active
Large T inhibition = SV40 large T antigen inhibitors, biochemical (AID 1903); SV40 large T antigen ATPase/helicase inhibition assay; higher % means a stronger effect; inhibition, % at 20 µM, or IC50 in µM where a hit was titrated; hit rate 0.39% among 310,000; in the data active means a potency from the dose series; inconclusive means inhibition mostly from about 32% at the one dose, without a potency; inactive means the rest, 99 in 100 with inhibition below about 32%; further: strong numbers were not always called active
WT yeast gro inh = growth inhibition of WT yeast, mitochondrial fusion screen | mitochondrial fusion phenotypic screen, WT strain | inhibition, % at 10 µM | hit rate 2.1% among 190,000; in the data active means inhibition above about 58%; tested in S. cerevisiae
Myeloid diff MLP = promotes myeloid progenitor differentiation. hit rate 1% among 360,000. ER-HoxA9 myeloid progenitors, lysozyme-GFP differentiation, flow cytometry. AID 624256. calls only at 10 µM;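 active means normalized GFP-positive differentiation at or above the plate's own cutoff, the solvent-only control mean plus 3 SD; inconclusive means no clear call, values can overlap the other calls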;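 further: cells exposed to compound for four days before flow analysis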
RSV antiviral HEp-2 = inhibition of RSV-induced cytopathic effect – HEp-2 cells, primary 10 µM value included (AID 2391); HEp-2 cells, RSV-induced CPE inhibition; higher % means a stronger effect; CPE inhibition, % at 10 µM; hits with a dose series show IC50 in µM; hit rate 0.13% among 310,000; in the data active means a potency from the dose series; inconclusive means CPE inhibition mostly from about 23% at the one dose, without a potency; inactive means the rest, 99 in 100 with CPE inhibition below about 21%; further: strong numbers were not always called active
bCat nuc transl = beta-catenin nuclear translocation modulation; nuclear translocation activity, % at 5 µM; hit rate 0.3% among 190,000; HeLa beta-catenin nuclear translocation, immunofluorescence imaging;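 active means nuclear translocation activity above 50% at 5 µM, with a well cell count of 50 or more; inconclusive means wells under 50 cells across six images, flagged as toxic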;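 further: per-cell ratio of nuclear to cytoplasmic median beta-catenin stain intensity; plate controls were DMSO negative control for no effect and GSK-3 inhibitor IX positive control for full effect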
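System: HeLa cells, endogenous beta-catenin; compound dosing: 5 µM primary single dose, 0.1% DMSO, 0.02–20 µM confirmation series; incubation: 24 h compound exposure at 37°C, 5% CO2; signal: beta-catenin immunofluorescence imaging with DAPI; evaluation: % activation, nuclear-to-cytoplasmic median beta-catenin signal ratio per cell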
MgcRacGAP inhibition = MgcRacGAP GTPase-activating activity inhibitors, confirmation, biochemical, ADP Hunter fluorescence; MgcRacGAP-stimulated Rac1 GTP hydrolysis, ADP Hunter fluorescence; higher % means a stronger effect; GST-tagged Rac1 F28L mutant substrate; one-dose inhibition, % at 30 µM; IC50 in µM for titrated hits; hit rate 0.6% among 340,000; AID 624330;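 active means first-screen hits whose inhibition reached a set limit at any dose in the follow-up dose series; inconclusive means inhibition above the set first-screen limit but never retested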;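 further: fluorescence reports GDP produced by GAP-driven GTP hydrolysis; strong numbers were not always called active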
WT yeast gro inh mutant strain = recorded beside WT yeast gro inh, whose call it bears; inhibition, %; mitochondrial fusion phenotypic screen, mutant strain inhibition
bCat nuc transl cell count 5 µM = recorded beside bCat nuc transl, whose call it bears; cell count; measured here: cell count, cytotoxicity flag
T cell HTS vesicle-bound % = second read-out of T cell HTS, no call of its own (marks repeat the call); double positive events, %; measured here: CD8+ vesicle-bound cell fraction;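 binding gate set so that unloaded-vesicle control wells show 10% double positive cells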
Myeloid diff MLP GFP+ MAC1+ % = also measured in Myeloid diff MLP; calls as there; GFP+ MAC1+ double positive, %; measured here: differentiation confirmed by MAC1 staining
* hit, by the source's call; i = inactive; u = inconclusive; x = not tested or not shown; & = joins results of further samples.

SMILES	T cell HTS	T cell HTS vesicle-bound %	Salmonella PhoP GFP	West Nile antiviral	Large T inhibition	WT yeast gro inh	WT yeast gro inh mutant strain	Myeloid diff MLP	Myeloid diff MLP GFP+ MAC1+ %	RSV antiviral HEp-2	bCat nuc transl	bCat nuc transl cell count 5 µM	MgcRacGAP inhibition
COc1ccc(C)cc1NC(=O)C1CCN(S(=O)(=O)c2cccc3cccnc23)CC1	i	25	-4%	-0.1%	2%	11	-9	i	3.4	0.6%	-2.7	1112	8%
O=C(O)c1cccc(-n2nc(-c3ccc(Cl)c([N+](=O)[O-])c3)c3ccccc3c2=O)c1	i	44	4%	-0.4%	10%	x	x	x	x	2.8%	x	x	7%
CCN(CC(=O)NCc1ccc(Cl)cc1)C(=O)CCC(=O)c1ccc(C)cc1	i	36	-2%	x	10%	x	x	i	0.9	-1.2%	x	x	9%
O=C(CSc1nc2ccc(Cl)cc2[nH]1)NC1CCCC1	i	63	1%	0.2%	2%	x	x	i	0.4	9.5%	x	x	7%
Cc1cc(Cl)c(S(=O)(=O)N2CCN(c3ccc(F)cc3)CC2)cc1OCC(=O)NC1CCCCC1	i	13	-13%	2.5%	3%	39	34	i	0.5	-2.0%	x	x	5%
COc1cc2nc(C3CCC3)n(NC(=O)C3CCC(OC)CC3)c(=O)c2cc1OC (stereo unspecified)	x	x	-9%	1.5%	18%	-25	-19	i	0.8	1.3%	-4.1	929	1%
COc1ccc(Cl)cc1N(CC(=O)Nc1ccc2c(c1)OCO2)S(C)(=O)=O	i	31	5%	0.5%	x	11	-8	i	0.7	2.0%	-9.7	1004	7%
Cc1ccc(S(=O)(=O)N2CCN(CC(=O)NC3CCCc4ccccc43)CC2)cc1C (stereo unspecified)	i	51	12%	-0.3%	12%	49	2	i	1.4&0.4	u	-4.2	1040	5%&9%
CC[N+](CC)(CC)CC(=O)Nc1ccc(SC(F)F)cc1	i	29	1%	0.5%	5%	12	-7	i	0.5	-1.6%	0.2	1038	4%
COc1ccc(NC(=O)CC(c2ccccc2)c2ccco2)cc1 (stereo unspecified)	i	15	5%	-0.7%	13%	8	12	i	0.3	1.3%	-0.1	1441	5%
O=C(O)CC1=C(O)C(=O)N(c2ccccc2)C1c1ccc(Br)cc1 (stereo unspecified)	i	41	7%	0.0%	9%	19	22	i	0.7	2.4%	-0.1	1394	3%
CCOc1cccc(N2C(=O)CC(NNC(=O)c3ccc(Br)o3)C2=O)c1 (stereo unspecified)	i	31	4%	0.1%	2%	x	x	i	0.5	-2.4%	0.7	1086	2%
COc1ccc(C)cc1S(=O)(=O)N1CCC2(CC1)OCCN2S(=O)(=O)c1ccccc1	i	61	10%	x	13%	x	x	i	0.6	1.3%	x	x	6%
CCOc1ccc(N/C(SC)=C(/C#N)C(N)=O)cc1	i	41	-13%	-0.4%	7%	-7	9	i	0.9	3.5%	-2.4	1290	-2%
COc1ccc(CN2CCn3nc(C(=O)NC4CC4)cc3C2=O)cc1	i	43	-6%	0.2%	8%	0	-2	i	1.3	1.1%	-1.2	956	5%
CCNS(=O)(=O)c1ccc(Br)c(C(=O)OC(C)C(=O)NCC2CCCCC2)c1 (stereo unspecified)	i	27	x	x	x	x	x	i	1.2	-0.8%	x	x	6%
O=C(Nc1ccc2c(c1)CCCN2C(=O)c1cccs1)c1c(F)cccc1Cl	i	24	-7%	0.3%	13%	x	x	u	x	70%	x	x	-17%
O=C(c1ccc(C(F)(F)F)cc1)C1CCCN(Cc2cccn2-c2ncccn2)C1 (stereo unspecified)	i	21	-3%	-0.3%	23%	-9	13	i	0.2	-2.5%	1.3	972	8%
O=C(CCSCCc1ccccn1)Nc1c(F)c(F)c(F)c(F)c1F	i	38	-13%	-0.1%	10%	-5	10	i	0.5	4.6%	0.7	1128	7%
Cc1c(C(=O)N(C)CCc2cnn(C)c2)oc2c(F)cccc12	i	59	-2%	-0.2%	14%	x	x	i	6.6	1.3%	x	x	7%

For reference, 3 of the compounds above.
SMILES	T cell HTS	T cell HTS vesicle-bound %	Salmonella PhoP GFP	West Nile antiviral	Large T inhibition	WT yeast gro inh	WT yeast gro inh mutant strain	Myeloid diff MLP	Myeloid diff MLP GFP+ MAC1+ %	RSV antiviral HEp-2	bCat nuc transl	bCat nuc transl cell count 5 µM	MgcRacGAP inhibition
O=C(c1ccc(C(F)(F)F)cc1)C1CCCN(Cc2cccn2-c2ncccn2)C1 (stereo unspecified)	i	21	-3%	-0.3%	23%	-9	13	i	0.2	-2.5%	1.3	972	8%
O=C(CCSCCc1ccccn1)Nc1c(F)c(F)c(F)c(F)c1F	i	38	-13%	-0.1%	10%	-5	10	i	0.5	4.6%	0.7	1128	7%
Cc1c(C(=O)N(C)CCc2cnn(C)c2)oc2c(F)cccc12	i	59	-2%	-0.2%	14%	x	x	i	6.6	1.3%	x	x	7%

Other results
SMILES	T cell HTS	T cell HTS vesicle-bound %	Salmonella PhoP GFP	West Nile antiviral	Large T inhibition	WT yeast gro inh	WT yeast gro inh mutant strain	Myeloid diff MLP	Myeloid diff MLP GFP+ MAC1+ %	RSV antiviral HEp-2	bCat nuc transl	bCat nuc transl cell count 5 µM	MgcRacGAP inhibition
Cc1cccc(N=C/C(C(=O)C(F)(F)F)=C(\O)c2ccco2)c1	i	45	13%	-0.2%	0%	11	-2	i	1.1	1.0%	2.5	990	11%
Cc1ccc2c(cnn2C(=O)CCC(=O)NCc2ccccc2Cl)c1	i	33	x	0.1%	72%	x	x	i	1.4	2.3%	x	x	9%
COc1ccccc1CN1CC(C(=O)NCCc2ccc(C)o2)CCC1=O (stereo unspecified)	i	45	0%	-0.9%	32%	x	x	i	0.5	2.0%	x	x	0%
OCCN1CCN(CC(O)COCc2ccc3c(c2)OCO3)CC1 (stereo unspecified)	i	49	1%	0.1%	-3%	-6	-4	i	0.6	0.8%	-2.3	581	3%
CCOC(=O)c1c(C)[nH]c(C(=O)Cn2nnc(-c3ccc(Cl)cc3)n2)c1C	i	8	8%	0.2%	3%	-7	-30	i	4.3	0.8%	-2.5	839	9%
COc1ccc(NC(=O)C(C)N2c3cccc4cccc(c34)S2(=O)=O)c(OC)c1 (stereo unspecified)	i	30	4%	-0.6%	2%	x	x	i	0.5	6.7%	x	x	10%
COc1ccc(-n2c(=S)[nH]c3cc(C(=O)NCCCN4CCCC4=O)ccc3c2=O)cc1OC	i	16	11%	0.4%	-6%	2	22	i	1.2	0.5%	x	x	2%
OCCN1CCN(Cc2cc(Br)cc(Br)c2O)CC1	i	15	10%	-0.7%	12%	12	-1	i	9.5	0.6%	-8.9	1231	1%
Cc1cc(CN(C)C(=O)c2cc(COc3ccc(C)c(C)c3)on2)on1	i	19	3%	-1.2%	9%	x	x	i	0.8	1.4%	x	x	12%
COc1ccc(N=c2oc3ccc(OC)cc3cc2-c2nc3ccccc3[nH]2)cc1	i	5	-10%	10%	14%	7	27	i	0.9	1.1%	-2.5	1183	4%
O=C(NN=C1CCCC1)c1sc2ccccc2c1Cl	i	44	-3%	0.2%	3%	10	-5	i	0.5	7.3%	-0.4	1112	7%
N#CCCN(CCC#N)C(=O)C1c2ccccc2Oc2ccccc21	i	62	-183%	-0.2%	7%	x	x	i	1.0	1.8%	x	x	8%
COc1ccc(N(CC(=O)Nc2cccc(C(F)(F)F)c2)S(=O)(=O)c2c(C)[nH]c(=O)[nH]c2=O)cc1	i	39	-4%	0.2%	8%	x	x	i	0.9	3.4%	x	x	13%
CCN(CC)C(=O)C(=O)N/N=C/c1ccc(C(=O)O)cc1	i	40	-16%	0.6%	22%	9	5	i	0.2	1.7%	2.5	1055	5%
CCOc1ccc(NC(=O)CC2CC(C)(C)OC2=O)cc1 (stereo unspecified)	i	60	-3%	0.2%	3%	-14	-10	i	0.9	-0.1%	0.7	1152	-3%
Fc1ccc(CNCc2cccc(Br)c2)cc1	i	29	22%	-0.6%	3%	-9	-22	i	0.3	1.6%	3.8	456	8%
CC1(C)Oc2ccc3ccc(=O)oc3c2/C(=C/Nc2cccc(O)c2)C1=O	i	24	3%	0.4%	13%	28	12	i	0.3	5.8%	0.9	1069	x
CC(=NCCCn1ccnc1)c1c(-c2ccccc2)[nH]n(-c2nc3ccccc3s2)c1=O	i	12	-11%	-0.2%	8%	-7	-35	i	0.7	0.4%	-19	1245	7%
O=C(c1ccco1)N1CCN(c2ncnc3c2cnn3-c2ccccc2)CC1	i	54	0%	-0.2%	17%	21	-37	i	0.5	25%	-3.0	1175	9%
O=C(COc1ccc(F)cc1)N1CCCc2ccccc21	i	26	-8%	0.0%	11%	x	x	i	1.1	2.2%	x	x	11%
CNc1oc(/C=C/c2ccccc2)nc1C#N	i	14	-17%	-1.1%	-2%	-3	-11	i	0.7	u	0.0	794	4%
COC(=O)c1ccc(COc2ccc(F)cc2)o1	i	49	2%	0.0%	24%	x	x	i	0.9	0.9%	x	x	5%
COc1ccc(C)cc1NC(=O)CSc1ccc(-c2ccco2)nn1	i	13	7%	-1.0%	11%	x	x	i	0.1	17%	x	x	13%
CN(C(=O)c1cccc(S(=O)(=O)N2CCCCC2)c1)C1CCS(=O)(=O)C1 (stereo unspecified)	i	35	-3%	x	13%	x	x	i	1.4	0.1%	x	x	1%
COc1n[nH]c(C(=O)Nc2cc(F)ccc2C)c1[N+](=O)[O-]	i	41	-7%	-0.1%	1%	41	30	i	1.5	0.5%	1.8	501	3%
CCc1nonc1NC(=O)c1oc2ccc(Cl)cc2c1C	i	13	-7%	-0.7%	6%	x	x	i	0.3	2.4%	x	x	0%
CCc1ccc(/C(C)=N/NC(=O)c2ccccn2)cc1	i	27	6%	0.0%	6%	9	-17	i	0.5	2.5%	-0.3	1069	6%
